Screening data (PubChem)
Yeast life ext – yeast lifespan extension; AID 775; S. cerevisiae growth with nicotinamide, OD615; deaD strain in restrictive glucose medium; inhibition of the nicotinamide effect, % at 10 µM; 0.68% of 130,000 active;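 active means inhibition above a set limit, placed 3 SD over the median of all compounds, cut at about 26% in these data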;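 further: 0% = nicotinamide-treated wells and 100% = cells grown without nicotinamide; some compounds called inactive have numbers as strong as hits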
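Test system – modified budding yeast, DeaD strain · Compound – single dose 10 µM compound, 0.25% DMSO · Times – culture preincubation 4 h, compound exposure 48 h, both 30 °C · Detection – optical density (absorbance) at 615 nm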
Phagocytosis inh – blocks phagocytosis by macrophages; J774A.1 macrophage IgG-bead phagocytosis, imaging; inhibition, % at 5 µM; 0.07% of 110,000 active; AID 1029;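 active means inhibition above the mean of the plate negative controls plus 5 SD, cut at about 13% in these data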;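 further: phagocytic index as fraction of beads internalized from green versus red external bead signal; plate controls were DMSO negative control for no effect and cytochalasin-D positive control for full effect; some results beyond the cut were filed as inactive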
Yeast growth inh – yeast BB579 growth reduction in restrictive medium; 0.51% of 140,000 active; inhibition, % at 10 µM; AID 804; S. cerevisiae BB579 growth, OD615, 48 h;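 active means inhibition above a set limit, 3 SD over the mean compound inhibition, cut at about 44% in these data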; further: inactives centre near -24
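System: DeaD yeast strain BB579; buffer or medium: CSMM-D dextrose restrictive medium; technique: OD at 615 nm; schedule: 4 h cell preincubation, 48 h compound exposure, 30 °C humidified; doses: single 10 µM dose; controls: amphotericin B 10 µg/mL, positive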
NPY Y2 blocker – blocks the human neuropeptide Y Y2 receptor. P49146. NPY-Y2 expressing cells, antagonist mode. inhibition, % at 2.7 µM. 0.99% of 140,000 active; in the data active means inhibition above about 17%;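 further: 0% = vehicle with agonist challenge and 100% = reference antagonist with challenge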
Target sequence (P49146 whole entry, looked up): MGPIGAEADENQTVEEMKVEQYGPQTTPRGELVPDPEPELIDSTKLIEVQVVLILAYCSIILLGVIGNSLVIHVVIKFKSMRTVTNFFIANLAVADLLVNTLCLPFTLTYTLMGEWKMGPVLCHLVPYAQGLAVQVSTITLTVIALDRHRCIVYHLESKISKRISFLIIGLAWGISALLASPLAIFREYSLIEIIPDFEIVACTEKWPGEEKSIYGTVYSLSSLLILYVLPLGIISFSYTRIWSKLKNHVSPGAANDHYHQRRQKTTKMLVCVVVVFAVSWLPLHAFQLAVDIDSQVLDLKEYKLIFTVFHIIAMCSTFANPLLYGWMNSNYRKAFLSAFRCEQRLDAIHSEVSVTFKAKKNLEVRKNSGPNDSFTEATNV
HCT116 bCat-KO – beta-catenin-lacking colon tumor cell growth suppression; HCT116 beta-catenin knockout viability, CellTiter-Glo, 60 h; active compounds read low; viability, % at 10 µM; 1.5% of 140,000 active; AID 818;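 active means viability at or under a set limit, the compound median less 4 SD, cut at about 6% in these data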;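 further: 0% = Hyamine 1622 control at 20 µM and 100% = untreated cell control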
HCT116 PTEN-null – suppresses growth of cells with PTEN deletion | 1.2% of 140,000 active | AID 827 | viability, % at 10 µM | HCT116 PTEN-null viability, CellTiter-Glo, 60 h; active compounds read low;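 active means viability at or below a set limit, 4 SD under the median of all tested compounds, cut at about 3.7% in these data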;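 further: PTEN knockout HCT116 line with beta catenin targeted HCT116 as companion control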
E-sel TNF inh – blocks E-selectin expression induced by TNF alpha; HUVEC TNFa-induced E-selectin immunofluorescence, high content; inhibition, % at 2 µM; 0.71% of 120,000 active; AID 1246;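 active means inhibition above the batch mean plus 3 SD, and confirmed as a hit on visual image review, cut at about 43% in these data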;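 further: 0% = TNF-stimulated DMSO wells and 100% = unstimulated control wells; not every result past the cut was called active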
Measles CPE – protection of cells from measles virus; Measles virus-infected cells, CPE protection, absorbance; protection (pct of control), % at 4 µM; AID 841; 1.5% of 140,000 active; in the data active means protection mostly above about 24%, no sharp cut-off; inactive means mostly below about 26%; further: some compounds called inactive have numbers as strong as hits
GALR2 blocker – blocks the human galanin receptor 2. O43603. GALR2-expressing cells, antagonist mode. inhibition, % at 4 µM. 0.39% of 140,000 active. AID 828; in the data active means inhibition above about 27%;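 further: cells stimulated with galanin 1-16 at roughly its EC80; 0% = agonist challenge control and 100% = basal control without agonist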
Target sequence (O43603 whole entry, looked up): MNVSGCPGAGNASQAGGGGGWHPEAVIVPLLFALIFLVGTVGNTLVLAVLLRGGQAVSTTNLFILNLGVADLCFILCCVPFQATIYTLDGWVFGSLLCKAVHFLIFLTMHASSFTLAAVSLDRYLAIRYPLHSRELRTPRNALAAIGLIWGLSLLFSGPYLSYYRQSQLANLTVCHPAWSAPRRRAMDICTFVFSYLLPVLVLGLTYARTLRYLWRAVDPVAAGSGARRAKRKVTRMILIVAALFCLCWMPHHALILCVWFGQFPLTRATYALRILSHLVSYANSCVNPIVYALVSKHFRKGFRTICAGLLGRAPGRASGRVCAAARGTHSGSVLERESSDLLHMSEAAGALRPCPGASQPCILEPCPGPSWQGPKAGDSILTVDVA
MRP1 act – MRP-1 activation. viability increase, % at 10 µM. H69AR cells + doxorubicin, viability rescue, CellTiter-Glo. AID 799. 0.61% of 140,000 active;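 active means viability gain under doxorubicin at or above a set limit, the compound median plus 3 SD, cut at about 4.7% in these data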;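 further: MRP-1 overexpressing cells given doxorubicin 25 µM after compound pretreatment; 18-22 h compound pretreatment then 72 h with doxorubicin before readout; 0% = doxorubicin-only wells and 100% = vehicle-treated cells without doxorubicin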
Numbers without * were called inactive; x = no result given.

nr | SMILES | MRP1 act | Yeast growth inh | NPY Y2 blocker | HCT116 PTEN-null | E-sel TNF inh | Phagocytosis inh | Yeast life ext | GALR2 blocker | HCT116 bCat-KO | Measles CPE
1 | Cc1ccc(/C=N\NC(=O)C2COc3cc4ccccc4cc3O2)o1 (configuration not stated) | -0.5 | -46 | 9 | 95 | -43 | x | -13 | -9 | 101 | 11
2 | CCN(CC)S(=O)(=O)c1cc(C(=O)Oc2cccc(-c3cnc4ccccc4n3)c2)ccc1OC | -1.8 | -24 | 20* | 76 | x | -5 | -2 | 1 | 71 | 7
3 | Cc1cccc(NC(=O)Cn2nnc(-c3cccs3)n2)c1C | -0.9 | -15 | 1 | 94 | -7 | -1 | -3 | -4 | 94 | 8
4 | CCOC(=O)N1CCN(c2ccc(F)cc2[N+](=O)[O-])CC1 | 0.5 | -50 | 1 | 105 | 9 | -4 | -2 | 8 | 94 | 6
5 | CC(=O)c1c(C)[nH]c(C(=O)Nc2ccc(C)cn2)c1C | -1.0 | -43 | -3 | 95 | -8 | -1 | -17 | 0 | 100 | 7
6 | Nc1cc(N)nc(SCC(=O)NCC2CCCO2)n1 (configuration not stated) | -0.1 | -8 | 1 | 99 | 29 | 0 | -14 | 9 | 109 | 31*
7 | COc1ccc(NC(=O)CCN2CCCCCC2)c(OC)c1 | 2.8 | -42 | 1 | 98 | -10 | -1 | -17 | -10 | 94 | 21
8 | CCCCOc1ccc(CNn2c(C)nc3ccccc3c2=O)cc1 | 0.0 | -46 | 3 | 92 | -4 | x | -8 | -9 | 95 | 26
9 | CC(=O)Nc1ccccc1OCC(=O)NC(C)c1ccc(F)cc1 (configuration not stated) | 1.2 | 1 | 3 | 96 | 22 | -7 | 1 | 4 | 92 | 1
10 | CCS(=O)(=O)Nc1ccc(C2=NN(C(=S)Nc3ccccc3)C(c3ccco3)C2)cc1 (configuration not stated) | -3.5 | -10 | -1 | 32 | x | -8 | -1 | -11 | 39 | 12

Some of the entries so far, field by field:
#10 CCS(=O)(=O)Nc1ccc(C2=NN(C(=S)Nc3ccccc3)C(c3ccco3)C2)cc1 (configuration not stated)
  MRP1 act: -3.5
  Yeast growth inh: -10
  NPY Y2 blocker: -1
  HCT116 PTEN-null: 32
  E-sel TNF inh: x
  Phagocytosis inh: -8
  Yeast life ext: -1
  GALR2 blocker: -11
  HCT116 bCat-KO: 39
  Measles CPE: 12
#8 CCCCOc1ccc(CNn2c(C)nc3ccccc3c2=O)cc1
  MRP1 act: 0.0
  Yeast growth inh: -46
  NPY Y2 blocker: 3
  HCT116 PTEN-null: 92
  E-sel TNF inh: -4
  Phagocytosis inh: x
  Yeast life ext: -8
  GALR2 blocker: -9
  HCT116 bCat-KO: 95
  Measles CPE: 26

(further entries)
nr | SMILES | MRP1 act | Yeast growth inh | NPY Y2 blocker | HCT116 PTEN-null | E-sel TNF inh | Phagocytosis inh | Yeast life ext | GALR2 blocker | HCT116 bCat-KO | Measles CPE
11 | O=C(Nc1ccccc1)Nc1ccc(F)c([N+](=O)[O-])c1 | -0.1 | -5 | -2 | 22 | x | -6 | -1 | 12 | 40 | 10
12 | O=C(NC(=S)NCCc1ccccc1)c1ccco1 | -2.4 | 12 | 2 | 94 | -21 | -2 | -11 | -5 | 93 | 5
13 | O=S(=O)(Nc1ccncc1)c1ccccc1 | 0.9 | -16 | -1 | 94 | 32 | 0 | -2 | 2 | 96 | 5
14 | O=C(NCc1ccccc1)c1ccccc1OCC(=O)N1CCCCC1 | -2.3 | 29 | 4 | 99 | 13 | x | -3 | -3 | 100 | 10
15 | c1ccc(-c2cnc(-c3ccccc3)nc2)cc1 | -0.3 | -68 | 3 | 96 | 6 | -1 | -2 | 10 | 87 | 4
16 | CC1(C)N=C(/C=N/O)C=[N+]1[O-] | -0.8 | -31 | 0 | 101 | -21 | -2 | -7 | 1 | 104 | 22
17 | CCOc1cccc(/C(O)=C2/C(=O)C(=O)N(CCN3CCOCC3)C2c2cccnc2)c1 (configuration not stated) | -2.0 | 0 | 0 | 85 | -35 | 0 | x | 1 | 85 | 20
18 | Cc1noc(C)c1S(=O)(=O)N1CCC(C(=O)N2CCC(N3CCCCC3)CC2)CC1 | -1.4 | -43 | x | 99 | x | 1 | -5 | x | 98 | 15
19 | O=C1CCCC2=C1C(c1ccc(OS(=O)(=O)c3ccc(Cl)cc3)cc1)C1=C(CCCC1=O)O2 | 0.9 | -7 | 5 | 87 | -70 | x | -12 | 15 | 78 | 14
20 | Cc1ccc(CC(=O)NCCCc2ccccc2)cc1 | 0.2 | -18 | 6 | 90 | -12 | -2 | -11 | -2 | 93 | 13

14 entries from above, sorted by SMILES length, smallest number first:
nr | SMILES | MRP1 act | Yeast growth inh | NPY Y2 blocker | HCT116 PTEN-null | E-sel TNF inh | Phagocytosis inh | Yeast life ext | GALR2 blocker | HCT116 bCat-KO | Measles CPE
13 | O=S(=O)(Nc1ccncc1)c1ccccc1 | 0.9 | -16 | -1 | 94 | 32 | 0 | -2 | 2 | 96 | 5
16 | CC1(C)N=C(/C=N/O)C=[N+]1[O-] | -0.8 | -31 | 0 | 101 | -21 | -2 | -7 | 1 | 104 | 22
20 | Cc1ccc(CC(=O)NCCCc2ccccc2)cc1 | 0.2 | -18 | 6 | 90 | -12 | -2 | -11 | -2 | 93 | 13
15 | c1ccc(-c2cnc(-c3ccccc3)nc2)cc1 | -0.3 | -68 | 3 | 96 | 6 | -1 | -2 | 10 | 87 | 4
7 | COc1ccc(NC(=O)CCN2CCCCCC2)c(OC)c1 | 2.8 | -42 | 1 | 98 | -10 | -1 | -17 | -10 | 94 | 21
8 | CCCCOc1ccc(CNn2c(C)nc3ccccc3c2=O)cc1 | 0.0 | -46 | 3 | 92 | -4 | x | -8 | -9 | 95 | 26
9 | CC(=O)Nc1ccccc1OCC(=O)NC(C)c1ccc(F)cc1 (configuration not stated) | 1.2 | 1 | 3 | 96 | 22 | -7 | 1 | 4 | 92 | 1
5 | CC(=O)c1c(C)[nH]c(C(=O)Nc2ccc(C)cn2)c1C | -1.0 | -43 | -3 | 95 | -8 | -1 | -17 | 0 | 100 | 7
11 | O=C(Nc1ccccc1)Nc1ccc(F)c([N+](=O)[O-])c1 | -0.1 | -5 | -2 | 22 | x | -6 | -1 | 12 | 40 | 10
4 | CCOC(=O)N1CCN(c2ccc(F)cc2[N+](=O)[O-])CC1 | 0.5 | -50 | 1 | 105 | 9 | -4 | -2 | 8 | 94 | 6
18 | Cc1noc(C)c1S(=O)(=O)N1CCC(C(=O)N2CCC(N3CCCCC3)CC2)CC1 | -1.4 | -43 | x | 99 | x | 1 | -5 | x | 98 | 15
17 | CCOc1cccc(/C(O)=C2/C(=O)C(=O)N(CCN3CCOCC3)C2c2cccnc2)c1 (configuration not stated) | -2.0 | 0 | 0 | 85 | -35 | 0 | x | 1 | 85 | 20
2 | CCN(CC)S(=O)(=O)c1cc(C(=O)Oc2cccc(-c3cnc4ccccc4n3)c2)ccc1OC | -1.8 | -24 | 20* | 76 | x | -5 | -2 | 1 | 71 | 7
19 | O=C1CCCC2=C1C(c1ccc(OS(=O)(=O)c3ccc(Cl)cc3)cc1)C1=C(CCCC1=O)O2 | 0.9 | -7 | 5 | 87 | -70 | x | -12 | 15 | 78 | 14

Other compounds follow.
nr | SMILES | MRP1 act | Yeast growth inh | NPY Y2 blocker | HCT116 PTEN-null | E-sel TNF inh | Phagocytosis inh | Yeast life ext | GALR2 blocker | HCT116 bCat-KO | Measles CPE
21 | CCc1cccc(CC)c1NC(=O)NC1CCCCC1 | -2.2 | -32 | 4 | 94 | x | x | 4 | -5 | 84 | 9
22 | Cc1ccc(/C=N/NC(=O)c2cccs2)cc1[N+](=O)[O-] | -1.9 | -24 | 5 | 99 | -33 | x | -13 | 20 | 100 | 6
23 | CCC(=O)Nc1nn(C)c2nc3c(C)cccc3cc12 | -4.3 | -24 | -1 | 78 | -7 | x | -6 | 17 | 90 | 5
24 | Cc1nnc(SCC(=O)N/N=C/c2cc(Cl)c(O)c(Cl)c2)s1 | -0.1 | -20 | 0 | 92 | -5 | 1 | 4 | -9 | 104 | 10
25 | NC(=O)CN1C(=O)C(O)(CC(=O)c2ccccc2O)c2ccccc21 (configuration not stated) | -3.7 | -32 | 3 | 90 | x | x | -3 | 0 | 89 | 6
26 | CCCC1O[C@@H]2CC3C4CCC5=CC(=O)C=C[C@]5(C)C4C(OC(C)=O)C[C@]3(C)[C@]2(C(=O)COC(C)=O)O1 (some centres not stated) | -5.5 | -50 | 11 | 64 | 1 | x | -4 | 2 | 47 | 23
